TRPN1 ag = zebrafish TRPN1 (NompC) channel agonism; HEK293 zebrafish TRPN1-YFP, Fluo-8 calcium fluorescence; 100% = response to 87 µM carbachol; activation, % at 3 µM; actives 0.18% (n = 220,000);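 active means activation above its plate's cutoff, the mean activation of test wells on that plate plus 3 SD, cut at about 19% in these data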;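 further: 0% = DMSO alone and 100% = 87 µM carbachol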
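Control set: carbachol 87 µM as high control, DMSO as low control; system: HEK293 stable line with zebrafish TRPN1-YFP; read-out: % activation versus carbachol response; detection: intracellular calcium fluorescence with Fluo-8; doses: single test compound dose, 3 µM nominal, 0.3% DMSO; schedule: dye 1 h 37 °C plus 30 min RT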
CHOP inhibitor = CHOP inhibition in unfolded protein response; CHO-K1 CHOP-promoter luciferase, tunicamycin-induced, 15-18 h; inhibition, % at 10 µM; actives 3.8% (n = 220,000); AID 2732;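 active means compounds that reduced the stress-induced luciferase reporter signal by more than about 70% of percent inhibition, limit read from the data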;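 further: 0% = tunicamycin plus vehicle and 100% = wells without tunicamycin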
TNF necrop inh = blocks TNF-alpha induced death of Jurkat FADD-/- cells. activation (protection from cell death), % at 10 µM. Jurkat FADD-/- TNF necroptosis rescue, ATP luminescence, 24 h; 0 = TNF only, 100 = no-TNF cells. actives 0.068% (n = 220,000);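 active means activation, meaning protection from cell death, of at least 50% relative to plate controls; inactive means activation below 50%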;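 further: necroptosis triggered by 40 ng/mL TNF-alpha added together with compound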
BaF3 parental = reduces parental Ba/F3 cell viability, JAK2V617F counter-screen; CellTiter-Glo ATP luminescence; inhibition, % at 5.6 µM; actives 1.1% (n = 220,000);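 active means inhibition above a per-campaign cutoff, the mean inhibition of all tested compounds plus 3 SD, cut at about 27% in these data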;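 further: 0% = DMSO wells and 100% = JAK Inhibitor I control wells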
PPC-1+TRAIL kill = compounds killing PPC-1 cancer cells with TRAIL present (potentiator screen, no TRAIL-free arm). PPC-1 cells + TRAIL, ATPLite viability luminescence. cell killing (% activity), % at 4 µM. actives 0.41% (n = 220,000). AID 1443;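 active means cell killing above 50% in the first pass at 4 µM, then a duplicate retest at 5 µM averaging 50% or more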;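 further: plate controls were cells with TRAIL plus DMSO for no effect and medium-only wells lacking cells for full effect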
Wee1 stabilizer = human Wee1 degradation inhibition, primary screen; HeLa Luc-Wee1K328M stability, luciferase luminescence; 100% = proteasome inhibitor MG132 effect; P30291; actives 1.2% (n = 220,000); AID 1321; reporter increase, % at 5 µM;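 active means activation above the mean of all tested compounds plus 3 SD, set per screening run, cut at about 8.8% in these data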;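 further: cells exposed to compound for 20 h before luminescence read; 0% = DMSO alone and 100% = MG132 at 30 µM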
TRPML3 agonist = activates the human TRPML3 channel; Q8TDD5; activation, % at 3 µM; AID 1448; HEK293 TRPML3-YFP, Fluo-8 calcium fluorescence; 100% = the carbachol control signal; actives 0.29% (n = 220,000);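 active means activation above its plate's cutoff, the mean activation of the plate's test wells plus 3 SD, cut at about 12% in these data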;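 further: 0% = DMSO only wells and 100% = carbachol wells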
Target sequence (Q8TDD5 whole entry, looked up): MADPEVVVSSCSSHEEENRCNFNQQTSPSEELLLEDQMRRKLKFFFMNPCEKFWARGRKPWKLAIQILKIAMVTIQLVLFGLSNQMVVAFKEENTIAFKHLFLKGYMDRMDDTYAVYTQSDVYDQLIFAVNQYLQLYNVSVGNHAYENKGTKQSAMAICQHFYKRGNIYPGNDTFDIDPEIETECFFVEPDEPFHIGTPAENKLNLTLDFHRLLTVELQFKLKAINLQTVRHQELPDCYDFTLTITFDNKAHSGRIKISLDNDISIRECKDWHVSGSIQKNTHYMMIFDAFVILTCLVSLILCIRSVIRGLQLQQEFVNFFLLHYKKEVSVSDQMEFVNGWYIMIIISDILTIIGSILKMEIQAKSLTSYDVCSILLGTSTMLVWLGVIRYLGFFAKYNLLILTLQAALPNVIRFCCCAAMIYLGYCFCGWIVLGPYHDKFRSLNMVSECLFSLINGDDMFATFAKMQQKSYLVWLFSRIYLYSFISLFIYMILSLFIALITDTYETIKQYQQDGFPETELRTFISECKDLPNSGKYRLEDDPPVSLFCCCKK
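system = HEK293 cells stably carrying human TRPML3-YFP | doses = one concentration, 3 µM nominal, 0.3% DMSO | timing = dye loading 1 h 37 °C then 30 min ambient, 125 s read | detection = Fluo-8 calcium dye fluorescence, ex 470-495, em 515-575 nm | benchmarks = high control carbachol 87 µM, low control DMSO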
Ba/F3 V617F tox = reduce viability of Ba/F3 cells dependent on JAK2V617F; Ba/F3 EpoR-JAK2V617F viability, ATP luminescence; inhibition, % at 5.6 µM; actives 1.1% (n = 220,000); AID 1446;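 active means inhibition above the campaign mean plus 3 SD over all tested compounds, cut at about 24% in these data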;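 further: cytokine-independent growth of Ba/F3 cells driven by EpoR plus mutant JAK2; 0% = DMSO-treated cells and 100% = JAK inhibitor I control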
RBBP9 inhibitor = human RBBP9 hydrolase inhibition; O75884; recombinant RBBP9, FP-Rh probe fluorescence polarization; inhibition, % at 7.94 µM; actives 0.2% (n = 220,000); AID 1515;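 active means inhibition above the campaign mean of all tested compounds plus 3 SD, cut at about 14% in these data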;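 further: plate controls were DMSO wells with RBBP9 for no effect and wells lacking RBBP9 protein for full effect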
Target sequence (O75884 whole entry, looked up): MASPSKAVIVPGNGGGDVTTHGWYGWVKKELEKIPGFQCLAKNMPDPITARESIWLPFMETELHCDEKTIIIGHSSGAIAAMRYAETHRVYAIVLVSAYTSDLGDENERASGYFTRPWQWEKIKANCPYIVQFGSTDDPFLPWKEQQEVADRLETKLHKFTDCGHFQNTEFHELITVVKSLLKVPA
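Test system: recombinant human RBBP9; Timing: 30 min then 45 min, 25 °C; Detection: fluorescence polarization; Control set: RBBP9 with DMSO as uninhibited control, no-protein wells as full inhibition; Compound dosing: one concentration, 7.94 µM nominal, 0.794% DMSO; Probe or stimulus: FP-Rh activity-based probe, 375 nM before mixing.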
The depositor's hits bear a star; . = no result given.

SMILES	TRPN1 ag	CHOP inhibitor	TNF necrop inh	BaF3 parental	PPC-1+TRAIL kill	Wee1 stabilizer	TRPML3 agonist	Ba/F3 V617F tox	RBBP9 inhibitor
NC1=NS(=O)(=O)NC1c1ccc(F)cc1 (stereo not given)	2.1	-11	-0.7	-2	12	1	-0.2	-4	0
COc1cccc(CNc2nc3nc(C)cc(C)n3n2)c1	-0.4	-19	0.1	6	12	2	0.3	2	-7
c1csc(-c2noc(CN3CCc4sccc4C3)n2)c1	1.7	42	-0.1	7	0	-2	0.8	1	-7
Cc1ccc(NC(=O)CN(C)CC(=O)Nc2ccccc2Oc2ccccc2)cc1	-1.0	31	0.6	5	-1	-1	-0.7	2	-7
Fc1ccc(NC(=S)N2CCn3cccc3C2c2cccnc2)cc1 (stereo not given)	-0.8	7	1.4	2	7	0	0.5	-1	-4
Cc1ccc(NC(=O)NCc2ccc3[nH]c(C)cc3c2)cc1	-1.8	-30	0.1	2	11	1	-0.6	-6	3
O=C(COc1ccc(F)cc1)Nc1ccc(-n2cnnn2)cc1	0.2	4	1.3	2	16	0	0.2	1	-5
CCCCCNc1nc(-c2ccccc2)cs1	2.9	34	0.2	10	8	7	0.2	6	-2
Cc1ccc(N2CC(C(=O)NCc3ccc4c(c3)OCO4)CC2=O)cc1C (stereo not given)	0.0	-6	-0.6	2	13	0	-0.2	2	-6
O=C(NCCO)c1cc2ccccc2c(=O)s1	1.0	-35	-0.1	3	17	-3	0.9	3	-13
O=C(Nc1ccc(F)c(Cl)c1)Nc1ccc(Cl)cn1	0.5	81*	0.9	7	2	0	0.6	-1	-8
O=C(Nc1ccccc1)C1CC(O)CN1S(=O)(=O)c1ccc([N+](=O)[O-])cc1 (stereo not given)	-1.7	-9	-0.4	-3	-4	8	0.5	-1	-7
CCN(CC(=O)NCc1ccc(Cl)cc1)Cc1cc(=O)n2ccsc2n1	-0.8	9	-1.0	2	4	0	0.6	-4	-11
Cc1cc(C)cc(N(C(=O)c2nsc(Cl)c2Cl)C(C(=O)NC2CCCC2)c2ccc(O)cc2)c1 (stereo not given)	-1.6	37	1.4	11	1	-1	-1.2	4	-8
COc1ccc(N=C2SC(C(=O)O)CC(=O)N2C)cc1 (stereo not given)	0.4	14	-2.6	8	4	0	0.6	4	-6
COCCSc1ccccc1C(=O)Nc1ccc2c(c1)OCCO2	-1.4	-8	-1.1	2	36	2	0.1	3	-5
CCOC(=O)C1CCN(CC(=O)Nc2cc(C)nn2-c2nc3ccccc3s2)CC1	2.8	41	-0.4	5	-3	-2	1.0	1	3
N#CC(C(=O)c1ccccc1Cl)=C1SCCCS1	-0.3	-10	-6.3	-5	1	1	0.5	1	-3
COc1ccc(-c2[nH]ncc2CN2C[C@@H]3CCC[C@H]2C3)c(F)c1	0.5	8	0.6	5	-11	3	-0.4	-2	-3
O=C(Nc1nnc(CCS(=O)(=O)c2ccc3ccccc3c2)s1)c1ccc([N+](=O)[O-])cc1	0.9	15	0.2	8	21	-1	1.0	1	-1
COc1ccccc1NC(=O)c1cc2c(s1)-c1ccccc1S(=O)(=O)C2	-0.1	3	-1.6	3	-6	2	-0.1	1	-27
Cc1[nH]n(-c2ccccc2)c(=O)c1CCOC(=O)c1cccc(C(F)(F)F)c1	0.7	13	-1.7	9	2	0	-0.3	-2	-4
Cc1cc2n(n1)C(c1ccsc1)Nc1ccccc1-2 (stereo not given)	0.7	46	-3.3	-1	12	3	-0.6	4	-9
NC(N)=N/N=C/c1ccc(Cl)c([N+](=O)[O-])c1	0.2	-24	2.7	1	-30	-2	1.0	-2	-9
CC(Nc1cccc(F)c1)C(=O)Nc1ccc(S(N)(=O)=O)cc1 (stereo not given)	1.2	-5	1.9	1	-14	-1	-0.1	-1	13
CNC(=O)c1ccc(-c2nc(-c3ccccc3)cs2)cc1	-0.1	-9	-0.7	6	5	3	-0.6	4	-8
CCOC(=O)/C(=C\C=C1/Sc2ccccc2N1CC)C(C)=O	30*	33	-0.3	7	25	0	20*	-1	6
O=C(CCSc1nc2ccccc2s1)N/N=C/c1c(O)ccc2ccccc12	-1.1	56	-8.4	4	11	3	-0.3	1	-4
O=C(CSc1nncs1)N1CCN(S(=O)(=O)c2ccccc2)CC1	1.4	3	0.3	2	-2	0	-0.6	3	-3
Cc1ccccc1C(=O)NC(=S)Nc1ccc2[nH]c(=O)[nH]c2c1	-0.2	2	0.2	3	-7	-5	0.3	2	-11
S=c1[nH]cc(Cc2ccccc2)s1	0.1	-4	0.5	7	2	-1	0.0	3	-9
O=C(NCc1ccco1)c1ccc(NS(=O)(=O)c2cccc([N+](=O)[O-])c2)cc1	0.8	14	1.4	4	20	3	0.9	-2	-2
O=C(COc1ccccc1[N+](=O)[O-])OC1CCS(=O)(=O)C1 (stereo not given)	0.3	6	0.3	5	.	1	1.2	3	1
N=c1n(Cc2ccc(Cl)cc2)c2ccccc2n1CC(O)c1ccco1 (stereo not given)	2.3	86*	0.6	8	6	8	0.9	3	-4
CN(C)c1ccc(NC(=O)c2ccc(Cn3cc([N+](=O)[O-])cn3)cc2)cc1	5.4	7	1.3	9	-2	-2	1.7	3	10
O=C(NCC1CCN(c2ccc(S(=O)(=O)N3CCOCC3)cc2)CC1)c1ccc(Cl)cc1	2.3	27	-2.4	9	4	-2	1.9	5	-4
Cc1cc(C(=O)CN2C(=O)NC3(CCCCC3)C2=O)c(C)n1-c1ccc2c(c1)OCO2	-1.1	19	1.3	0	15	1	0.3	-5	-5
CC1=C(C#N)C(Nc2cccc(C)n2)(C(F)(F)F)C(=O)N1 (stereo not given)	0.0	-13	0.7	1	4	-4	1.2	3	-3
COc1ccc(C2c3c4c(n(C)c3CCN2C)CCN(C)C4c2ccc(OC)cc2)cc1 (stereo not given)	0.3	2	0.5	6	27	-1	1.0	2	-3
CNC(=O)CCc1nc(-c2ccc(C(C)(C)C)cc2)no1	1.6	94*	0.2	4	36	0	0.2	-2	-1
CS(=O)(=O)c1ccc(Cl)c(NC(=O)COC(=O)/C=C/c2cnc3ccccc3n2)c1	-0.5	-2	1.5	-1	4	-4	0.2	-1	-7
Cc1cccc(S(=O)(=O)c2c(N)n(Cc3ccco3)c3nc4ccccc4nc23)c1	5.4	57	-5.1	1	6	1	2.8	2	-5
Cc1cccc(N2C(N)=NC(N)=NC23CCCCC3)c1	0.4	30	-2.3	61*	-24	2	0.7	61*	-9
Cc1nc2ccc(S(=O)(=O)Nc3cc(-c4nc5cccnc5s4)ccc3C)cc2s1	1.2	-6	-5.2	7	-9	-2	0.0	4	-8
CCn1c(SCC(=O)NCc2ccco2)nc2ccccc2c1=O	-2.7	38	-0.4	5	-9	-5	-0.6	0	-2
O=C(NNS(=O)(=O)c1ccc(F)cc1)c1ccc(S(=O)(=O)N2CCCCC2)cc1	-0.1	1	1.3	2	11	-2	0.6	-4	-7
O=C1N/C(=C/c2ccc(N3CCCC3)cc2)C(=O)N1c1ccccc1	-0.4	10	1.9	0	36	-1	0.1	-4	-1
Cc1nc2nc(-c3cccnc3)nn2c(C)c1Cl	0.1	-39	-1.6	5	17	0	0.7	-2	9
Cc1ccc(S(=O)(=O)N(C)C)cc1NC(=O)c1ccncc1	1.9	4	-1.2	6	10	2	-0.8	1	-10
CCOC(=O)C(C)n1cnc2c(nnn2-c2cccc(Cl)c2)c1=O (stereo not given)	2.0	7	0.7	3	17	0	0.4	-1	-8
O=C(O)c1ccccc1N/C=C\[N+](=O)[O-]	-0.7	-5	-0.3	3	-8	-2	0.4	1	-7
CC(C)=CC(=O)Nc1ccc(S(=O)(=O)Nc2ccccn2)cc1	-0.6	-22	-0.6	10	22	-2	0.8	0	-1
CCOC(=O)Cc1csc(NC(=S)NC(=O)c2ccc(Cl)cc2)n1	0.4	34	-1.3	2	18	-1	-0.4	-5	3
Nc1ccccc1Sc1nc2ccccc2[nH]1	-1.0	19	-4.0	5	18	-2	1.1	0	5
CC(NC(=S)Nc1ccc(S(N)(=O)=O)cc1)c1ccc2c(c1)OCO2 (stereo not given)	0.2	46	2.9	3	3	-2	0.9	2	-9
CCC(Sc1nncn1C)C(=O)Nc1ccccc1OC (stereo not given)	0.3	33	0.8	5	26	4	1.2	0	7
CSCC[C@H](NC(=O)OC(C)(C)C)c1nnc(SCC(=O)Nc2ccc(C)cc2C)o1	-0.6	28	-0.1	1	4	0	0.7	-6	10
c1ccc(SCCOCCn2cncn2)cc1	0.3	8	-1.2	4	10	-2	0.7	-1	0
CCOC(=O)c1c(NC(=O)CN2CCOCC2)sc2c1CCCC2=O	1.3	-1	0.3	10	-4	-2	-0.5	7	-3
Cc1cccc(NC(=S)NC(C)C(c2cccs2)N2CCN(C)CC2)c1C (stereo not given)	1.9	-14	0.3	1	-9	-2	0.6	-4	-5

Sorted by length of the SMILES (low to high): 3 of the compounds above.
SMILES	TRPN1 ag	CHOP inhibitor	TNF necrop inh	BaF3 parental	PPC-1+TRAIL kill	Wee1 stabilizer	TRPML3 agonist	Ba/F3 V617F tox	RBBP9 inhibitor
CCC(Sc1nncn1C)C(=O)Nc1ccccc1OC (stereo not given)	0.3	33	0.8	5	26	4	1.2	0	7
CCOC(=O)c1c(NC(=O)CN2CCOCC2)sc2c1CCCC2=O	1.3	-1	0.3	10	-4	-2	-0.5	7	-3
CCOC(=O)C(C)n1cnc2c(nnn2-c2cccc(Cl)c2)c1=O (stereo not given)	2.0	7	0.7	3	17	0	0.4	-1	-8

Retrieved one by one from the list above, 2 records:
SMILES	TRPN1 ag	CHOP inhibitor	TNF necrop inh	BaF3 parental	PPC-1+TRAIL kill	Wee1 stabilizer	TRPML3 agonist	Ba/F3 V617F tox	RBBP9 inhibitor
c1csc(-c2noc(CN3CCc4sccc4C3)n2)c1	1.7	42	-0.1	7	0	-2	0.8	1	-7
Cc1nc2nc(-c3cccnc3)nn2c(C)c1Cl	0.1	-39	-1.6	5	17	0	0.7	-2	9

(continued)
SMILES	TRPN1 ag	CHOP inhibitor	TNF necrop inh	BaF3 parental	PPC-1+TRAIL kill	Wee1 stabilizer	TRPML3 agonist	Ba/F3 V617F tox	RBBP9 inhibitor
O=C(Cn1cc(/C=C\[N+](=O)[O-])c2ccccc21)Nc1ccccc1	1.9	-31	-28	-10	5	2	0.9	-5	-16
C=CCOc1ccc(/C(O)=C2/C(=O)C(=O)N(CCCN3CCOCC3)C2c2ccccc2)cc1 (stereo not given)	-0.5	.	0.0	1	.	-1	0.8	-5	-7
CCC/C(=N\NC(=O)CNC(=O)c1ccc(Cl)cc1)c1ccccc1	-0.2	23	0.3	3	3	0	0.8	-2	-5
O=C(N/N=C/c1ccncc1)c1cccc(N/N=C/c2ccncc2)c1	0.7	-9	-4.3	3	14	-2	0.3	6	-7
Cc1nc(C(F)(F)F)ccc1C(=O)N1CCCCC1	-0.8	4	1.6	0	4	8	1.2	-5	7

Screening data as filed in PubChem BioAssay.

Rows were taken by chance; any-hit rate near 6.8%.
